High-throughput results from PubChem BioAssay.
Integrin act MD = qHTS for Activators of Integrin-Mediated Alleviation for Muscular Dystrophy; 0.064% of 350,000 active; AID 624291, 2012; alpha7betagal myoblasts, beta-gal FDG fluorescence, 48 h; Potency, µM (doses to about 38.3 µM), for inactives: at the top dose activation, hits mostly activators; active = well fitted activation curve with a large enough effect;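 note: 100% = response of the positive control SU9516; nearly all actives have a fitted effect of over 60% in size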
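alpha7betagal+/- myoblasts (passage 13, 250/well) treated 48 h at 37C with compounds at 1:260 dilution of DMSO stock. Lysed, then beta-galactosidase activity read as FDG fluorescence (ex 480/em 540) after 30 min, with pre-read for autofluorescence.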
* = called active by the depositor; [ ] = another dose, or the depositor's remark. Potency is the fitted concentration of half-maximal effect.

Integrin act MD	Compound
16.9%	CCc1ccccc1OCC(=O)Nc1nnc(C2CC2)s1
2.0%	CCOc1ccccc1C(=O)NC(C(=O)OCC(=O)NNC(=O)c1cccs1)C(C)C (centres undefined)
-9.1%	Cc1ccc(-c2csc3ncnc(N4CCN(S(=O)(=O)c5ccc(C#N)cc5)CC4)c23)cc1
22.6%	COc1ccc(NC(=O)COC(=O)c2ccc(S(=O)(=O)N3CC(C)CC(C)C3)cc2)cc1OC (centres undefined)
-20.5%	Cc1nc(N(C)C2CCCCC2)c2nnn(Cc3ccc(F)cc3)c2n1
-1.3%	O=C(NC1CCCCC1)c1ccc2ccccc2c1
-25.8%	C[C@H](O)[C@@H]1C(=O)N2CCc3ccc(-c4ccccc4)cc3[C@@H]2C[C@@H]1N(C)C(=S)Nc1ccc(F)cc1
-6.9%	CCN1C(=O)[C@H]2[C@@H](c3ccc(C(F)(F)F)cc3)N[C@]3(CCCN(Cc4ccc(Br)cc4)C3=O)[C@H]2C1=O
-60.3%[inhibitor]	CC(C)C1C(=O)N(Cc2cn(CCC3OCCCO3)nn2)CCS(=O)(=O)N1Cc1ccc(-c2ccc(Cl)c(Cl)c2)cc1 (centres undefined)
0.0%	C[C@H](CO)N1C[C@H](C)[C@H](CN(C)Cc2cncnc2)Oc2ncc(C#CC3(O)CCCC3)cc2C1=O

A draw from above in order of heavy-atom count, ascending:
Integrin act MD	Compound
16.9%	CCc1ccccc1OCC(=O)Nc1nnc(C2CC2)s1
-20.5%	Cc1nc(N(C)C2CCCCC2)c2nnn(Cc3ccc(F)cc3)c2n1
-9.1%	Cc1ccc(-c2csc3ncnc(N4CCN(S(=O)(=O)c5ccc(C#N)cc5)CC4)c23)cc1
0.0%	C[C@H](CO)N1C[C@H](C)[C@H](CN(C)Cc2cncnc2)Oc2ncc(C#CC3(O)CCCC3)cc2C1=O

(continued)
Integrin act MD	Compound
-19.3%	Cc1ccccc1NC(=O)COC(=O)COc1ccc2ccc(=O)oc2c1
-7.9%	C[C@H]1CN([C@@H](C)CO)S(=O)(=O)c2ccc(Br)cc2O[C@H]1CN(C)S(=O)(=O)c1ccccc1
-3.1%	C[C@H]1CN([C@@H](C)CO)C(=O)CCCn2nncc2CO[C@@H]1CN(C)Cc1ccccc1
2.1%	CC(C)(C)c1cc(NC(=O)COC(=O)c2ccccc2)n(-c2ccccc2)n1
-5.4%	CCN(CC)S(=O)(=O)c1ccc(N2CCCCC2)c(NC(=O)C2CSC3(C)CCC(=O)N23)c1 (centres undefined)
8.0%	Cc1noc(C)c1S(=O)(=O)Nc1ccc2c(c1)C(=O)N([C@H](C)CO)C[C@H](C)[C@@H](CN(C)C(=O)CCCN(C)C)OCCCC[C@@H](C)O2
-0.7%	Cc1ccc(C)c(-n2nnc3ccccc3c2=O)c1
1.0%	O=C(CN1CCN(c2ccccc2)CC1)Nc1ccccc1C(=O)NCCc1ccccc1
-12.0%	CCCN(CC(=O)Nc1ccccc1C)C(=O)/C=C/c1ccc(OC)c(OC)c1
3.8%	C[C@@H]1CN([C@@H](C)CO)C(=O)CCCn2nncc2CO[C@H]1CN(C)S(=O)(=O)c1ccc(Oc2ccccc2)cc1
7.4%	CC(C)CN(C(=O)COC(=O)c1cccs1)c1c(N)n(Cc2ccccc2)c(=O)[nH]c1=O
-9.0%	O=[N+]([O-])c1ccc(NCCCc2ccccc2)cc1
1.9%	COc1cc(C(=O)NCC(c2cccs2)N2CCOCC2)ccc1OCc1ccc(Cl)cc1 (centres undefined)
-1.4%	O=C(NCCOc1ccccc1)c1cccc(S(=O)(=O)N2CCN(Cc3ccccc3)CC2)c1
4.7%	COc1ccc(NC(=O)N(C)C[C@@H]2Oc3ncc(Br)cc3C(=O)N([C@@H](C)CO)C[C@@H]2C)cc1
1.7%	C[C@H]1CN([C@@H](C)CO)C(=O)CCCn2nncc2CO[C@H]1CN(C)C(=O)Nc1ccc(N2CCCCC2)cc1
18.7%	C[C@@H]1Cn2cnc(C(=O)NCc3ccc(CNC(=O)OC(C)(C)C)cc3)c2C(=O)N1
-51.7%[inhibitor]	CCOCc1nc(N)nc(N)c1-c1cccc(Cl)c1
-11.0%	CCN(CC)S(=O)(=O)c1ccc(N2CCOCC2)c(NC(=O)c2cc3ccccc3o2)c1
-4.4%	CCN(CC)C(=O)Cn1cc(C(=O)C(=O)Nc2ccc3c(c2)OCO3)c2ccccc21
-18.9%	COc1ccc(CN(C)C[C@@H]2OCc3cnnn3CCCC(=O)N([C@H](C)CO)C[C@H]2C)cc1
-28.4%	CCc1ccc(/C=C2\SC(=S)N(CCCC(=O)N3CCN(C)CC3)C2=O)cc1
-6.1%	C[C@@H]1CCCCO[C@@H](CN(C)C(=O)Nc2ccccc2)[C@@H](C)CN([C@H](C)CO)C(=O)c2cc(N(C)C)ccc2O1
-6.5%	COC(=O)[C@H]1C[C@@]2(O)CN(S(=O)(=O)c3ccc(C)cc3)C[C@@]2(OC(=O)NC2CCCC2)C[C@H]1C(=O)OC
0.0%	O=C1C=C(N2CCOCC2)c2cccc3cccc1c23
-7.4%	CCOc1ccccc1-n1nnnc1SCC(=O)N(C)C1CCS(=O)(=O)C1 (centres undefined)
-4.5%	Cc1nc(SCC(=O)NC2CCCC2)c2oc3ccccc3c2n1
4.3%	CCN(CC)C(=O)C1=C(C)N(Cc2ccc(C(C)(C)C)cc2)C(=O)C(CC(=O)NCc2cccc3ccccc23)C1 (centres undefined)
6.5%	O=C1CC(=O)Nc2ccccc2N1
2.6%	COc1ccc(-c2cnc(C(N)=O)c(=O)[nH]2)cc1
12.2%	Cc1ccc([C@H]2C[C@H](O)[C@@H](n3cc(COC(=O)c4ccccc4)nn3)CN2C(=O)C2CCCCC2)cc1
-11.4%	Cc1ccc(S(=O)(=O)N2CCCCC2)cc1NC(=O)c1ccc(=O)[nH]c1
-13.6%	C[C@@H]1CN([C@@H](C)CO)S(=O)(=O)c2ccc(Br)cc2O[C@H]1CN(C)C(=O)C1CCOCC1
-2.6%	C[C@H](CO)N1C[C@H](C)[C@H](CN(C)C(=O)Cc2ccncc2)Oc2ncc(Br)cc2C1=O
-10.7%	C[C@@H]1CN([C@@H](C)CO)C(=O)CCCn2nncc2CO[C@H]1CN(C)Cc1ccccc1
28.3%	CC1CCCCC1NC(=O)CSc1nnc(-c2ccco2)n1N (centres undefined)
2.2%	CCOc1ccccc1N(CC(=O)N1CCN(Cc2ccccc2)CC1)S(=O)(=O)c1ccccc1
-15.2%	O=C(/C=C/c1ccc2c(c1)OCO2)NCCS(=O)(=O)N1CCN(c2ccccc2)CC1
22.2%	CCCNC(=O)N(C)C[C@H]1Oc2cc(Br)ccc2S(=O)(=O)N([C@@H](C)CO)C[C@@H]1C
11.1%	COc1ccc(C(=O)OCC(=O)N2CCN(C(=O)c3ccco3)CC2)c(OC)c1OC
-50.0%[inhibitor]	N#CC(=C1C=C(Br)C(=NO)C=C1Cl)c1cccc2ccccc12
-13.1%	Cc1ccccc1CNC(=O)C(C)Sc1ccccc1 (centres undefined)
-2.3%	COc1ccc(-c2noc(CCC(=O)NC3CCCCCC3)n2)cc1OC
-2.3%	COc1ccc(CN2CCC[C@]3(N[C@H](c4ccc(C(F)(F)F)cc4)[C@@H]4C(=O)N(Cc5ccccc5)C(=O)[C@@H]43)C2=O)cc1
12.8%	CN(C)C1CCCCC=CC(=O)NC1 (centres undefined)
-22.2%	O=C(Oc1ccc[nH]c1=O)c1ccc(F)cc1
-4.9%	CC1C(=O)N(Cc2cn(CC3CCCCC3)nn2)CCS(=O)(=O)N1Cc1ccc(-c2ccc(F)nc2)cc1 (centres undefined)
3.5%	Cc1cccc(OC(=O)Nc2ccc(C(=O)O)c(O)c2)c1
-16.9%	O=C1NC(Cc2ccc(O)cc2)c2nc3ccccc3c(=O)n2-c2ncccc21 (centres undefined)
20.3%	CC(C)OC(=O)N(C)C[C@@H]1OCc2cnnn2CCCC(=O)N([C@H](C)CO)C[C@H]1C

Exported in markdown: 6 of the compounds above
| SMILES | Integrin act MD |
| --- | --- |
| Cc1ccc(-c2csc3ncnc(N4CCN(S(=O)(=O)c5ccc(C#N)cc5)CC4)c23)cc1 | -9.1% |
| CCc1ccc(/C=C2\SC(=S)N(CCCC(=O)N3CCN(C)CC3)C2=O)cc1 | -28.4% |
| CCc1ccccc1OCC(=O)Nc1nnc(C2CC2)s1 | 16.9% |
| COc1ccc(-c2cnc(C(N)=O)c(=O)[nH]2)cc1 | 2.6% |
| N#CC(=C1C=C(Br)C(=NO)C=C1Cl)c1cccc2ccccc12 | -50.0%[inhibitor] |
| Cc1cccc(OC(=O)Nc2ccc(C(=O)O)c(O)c2)c1 | 3.5% |

(list continues)
Integrin act MD	Compound
-9.9%	C[C@H](CO)N1C[C@H](C)[C@@H](CN(C)C(=O)CN2CCOCC2)Oc2ncc(-c3cncnc3)cc2C1=O
-11.7%	Cc1cccc(C)c1NC(=O)C(C)NCc1cccs1 (centres undefined)
7.6%	CCCNC(=O)N(C)C[C@@H]1Oc2ncc(Br)cc2C(=O)N([C@H](C)CO)C[C@@H]1C
-44.2%	C[C@@H]1CN([C@H](C)CO)S(=O)(=O)c2ccc(C#CC3CCCCC3)cc2O[C@H]1CN(C)C(=O)Cc1ccncc1
-1.1%	COc1ccc(Br)c(C(=O)OCC(=O)NC2CCCCCCC2)c1
12.5%	COCOCCn1cc(CN2CCS(=O)(=O)N(Cc3ccc(-c4cccc(CO)c4)cc3)C(C)C2=O)nn1 (centres undefined)
14.4%	COc1ccc(NC(=O)N(C)C[C@H]2Oc3ncc(Br)cc3C(=O)N([C@H](C)CO)C[C@@H]2C)cc1
-4.4%	CCN(CC(=O)Nc1ccc(NC(C)=O)cc1)C(=O)C1CC1
-61.5%[inhibitor]	C[C@H]1CN([C@@H](C)CO)S(=O)(=O)c2ccc(Br)cc2O[C@@H]1CN(C)Cc1ccccc1
0.5%	CCCCN1C(=O)CC2CCOC21C (centres undefined)
-47.1%[inhibitor]	O=C1NC(Cc2ccccc2)c2nc3ccccc3c(=O)n2-c2cc3ccccc3cc21 (centres undefined)
19.4%	COc1cccc(Nc2nc3cc(C)ccc3cc2C)c1
-32.7%	C=CCC1(CC=C)CCCN1C(=O)c1ccc2oc(CCCC)nc2c1
-3.2%	C[C@@H]1CN([C@@H](C)CO)C(=O)c2cc(Br)cnc2O[C@H]1CN(C)Cc1ccccc1C(=O)O
-15.3%	Cc1ccc(-c2noc(CCC(=O)Nc3cccc(C(=O)NC4CC4)c3)n2)cc1
5.2%	C#CCN(C(=O)C1CCC(=O)N(CCc2cccc(F)c2)C1)C1CCCCC1 (centres undefined)
11.7%	CCn1cc(/C=C(\NC(=O)c2cc(OC)c(OC)c(OC)c2)C(=O)N2CCOCC2)c2ccccc21
6.1%	CCCc1c(C(=O)N/N=C/c2c[nH]c3ccccc23)nnn1-c1nonc1N
-52.5%	CCCCCC(=O)N1C[C@@H](O)[C@H](n2cc(-c3ccc(F)cc3)nn2)C[C@@H]1c1ccc(Cl)cc1
1.0%	Cc1cc(-c2ccc(S(=O)(=O)NCc3ccc(Cl)cc3)cc2)on1
-17.2%	C[C@@H]1CN([C@@H](C)CO)C(=O)c2cc(Br)cnc2O[C@H]1CN(C)C(=O)Nc1ccc2c(c1)OCO2
10.7%	COc1ccc(Cn2c(=O)oc3ccccc32)cc1OC
-62.7%[inhibitor]	CCC(C)[C@H](N)C(=O)N[C@H]1CCC2C3CC=C4C[C@@H](O)CC[C@]4(C)C3CC[C@@]21C (some centres undefined)
3.2%	COc1ccc([C@H]2N[C@]3(CCCN(Cc4ccc(F)cc4)C3=O)[C@H]3C(=O)N(Cc4ccccc4)C(=O)[C@@H]23)cc1
13.6%	Cc1ccc(OC(=O)N(C)C[C@H]2OCc3cn(nn3)CCCC(=O)N([C@H](C)CO)C[C@@H]2C)cc1
-5.9%	COc1ccc(/C(N)=N/OC(=O)c2ccc3ccccc3c2)cc1OC
-10.2%	COc1ccc(S(=O)(=O)Nc2ccc3c(c2)C(=O)N([C@H](C)CO)C[C@H](C)[C@@H](CN(C)C(=O)Nc2c(C)noc2C)OCCCC[C@H](C)O3)cc1
-27.2%	COc1ccc(NS(=O)(=O)c2ccc(C)c(C(=O)NCc3ccccc3CN3CCCC3)c2)cc1
-19.4%	Cn1nc(N)c2ncc(C(Cl)(Cl)Cl)nc21
11.9%	CN1C(=O)[C@H]2[C@@H](c3ccccc3)N[C@]3(CCCN(Cc4ccco4)C3=O)[C@H]2C1=O
1.1%	Nc1ccn(CCCNCC(c2ccccc2)c2ccccc2)c(=O)n1
-1.8%	COCOCCn1cc(CN2CCS(=O)(=O)N(Cc3ccc(-c4ccc(F)nc4)cc3)C(CC(C)C)C2=O)nn1 (centres undefined)
-8.5%	CCN1C(=O)C(CC(=O)NCCc2ccccc2)N(NC(=O)c2ccc(Br)cc2)C1=S (centres undefined)
-3.2%	Nc1ncnc2nc(-c3ccccc3)[nH]c12
-5.3%	O=C1C(=Cc2cccc(O)c2O)SC(=S)N1CCCN1CCOCC1
13.2%	COc1ccccc1NC(=O)N(C)C[C@@H]1OCc2cnnn2CCCC(=O)N([C@H](C)CO)C[C@@H]1C
4.5%	CCOc1ccc(NC(=O)c2ccc(F)c(S(=O)(=O)N3CCCC3)c2)cc1
-66.9%[inhibitor]	O=c1c2ccccc2sn1-c1ccccc1F
9.4%	CCOC(=O)C1=C(COC(=O)/C=C/c2ccc(F)cc2)NC(=O)NC1C (centres undefined)
24.4%	COc1ccc(CN(C)C[C@@H]2OCCCC[C@@H](C)Oc3ccc(N(C)C)cc3C(=O)N([C@H](C)CO)C[C@@H]2C)cc1
14.4%	CN(Cc1c(C(=O)N/N=C/c2c(F)cccc2Cl)nnn1-c1nonc1N)C1CCCCC1

Not all compounds are listed; the hit share may differ from the screen's.
